Screening data (PubChem)
D1 allo mod – allosterically modulates the human D1 dopamine receptor; P21728; HEK293 D1, CRE-luciferase, dopamine EC30 potentiation; actives deviate in either direction; B-score at 10 µM; hit rate 5.9% among 58,000; AID 641;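 active means luminescence count or its row- and column-corrected plate score outside the 99.7% band of the plate's sample wells, on either side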
Target sequence (P21728 whole entry, looked up): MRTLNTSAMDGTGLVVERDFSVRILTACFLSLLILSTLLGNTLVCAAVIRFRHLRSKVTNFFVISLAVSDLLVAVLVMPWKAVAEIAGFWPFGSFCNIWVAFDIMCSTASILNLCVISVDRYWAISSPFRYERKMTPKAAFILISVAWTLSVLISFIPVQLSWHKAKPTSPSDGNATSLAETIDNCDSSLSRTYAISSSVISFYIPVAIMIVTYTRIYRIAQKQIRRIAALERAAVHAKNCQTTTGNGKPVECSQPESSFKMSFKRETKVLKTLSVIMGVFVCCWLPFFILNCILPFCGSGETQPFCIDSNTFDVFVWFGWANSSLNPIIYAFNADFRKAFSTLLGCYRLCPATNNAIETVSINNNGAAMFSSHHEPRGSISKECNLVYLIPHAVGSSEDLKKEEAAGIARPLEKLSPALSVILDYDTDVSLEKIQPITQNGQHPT
CatB mixtures – human cathepsin B inhibition by mixtures. inhibition, %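 (ten-compound pools at 5 µM per compound and 50 µM total)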. P07858. hit rate 0.06% among 62,000. Purified cathepsin B, AMC dipeptide fluorescence, compound mixtures; in the data active means inhibition above about 22%, passing the limit was not always enough;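 further: 0% = enzyme without compound and 100% = no enzyme blank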
Ec RNAP inh – inhibitors of Escherichia coli RNA polymerase. P0A8V2. E. coli RNA polymerase, fluorescence transcription assay. inhibition, %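 (tested at 10 µM)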. hit rate 0.2% among 62,000. AID 559; in the data active means inhibition above about 20%;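 further: 0% = enzyme without compound and 100% = no enzyme blank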
Cdc25B inh – inhibitors of human Cdc25B phosphatase; P30305; recombinant Cdc25B, OMFP fluorescence Ex485/Em525; inhibition, %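 (compounds tested at 10 µM final in the well)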; hit rate 0.1% among 65,000; AID 368; in the data active means inhibition above about 50%
Target sequence (P30305 whole entry, looked up): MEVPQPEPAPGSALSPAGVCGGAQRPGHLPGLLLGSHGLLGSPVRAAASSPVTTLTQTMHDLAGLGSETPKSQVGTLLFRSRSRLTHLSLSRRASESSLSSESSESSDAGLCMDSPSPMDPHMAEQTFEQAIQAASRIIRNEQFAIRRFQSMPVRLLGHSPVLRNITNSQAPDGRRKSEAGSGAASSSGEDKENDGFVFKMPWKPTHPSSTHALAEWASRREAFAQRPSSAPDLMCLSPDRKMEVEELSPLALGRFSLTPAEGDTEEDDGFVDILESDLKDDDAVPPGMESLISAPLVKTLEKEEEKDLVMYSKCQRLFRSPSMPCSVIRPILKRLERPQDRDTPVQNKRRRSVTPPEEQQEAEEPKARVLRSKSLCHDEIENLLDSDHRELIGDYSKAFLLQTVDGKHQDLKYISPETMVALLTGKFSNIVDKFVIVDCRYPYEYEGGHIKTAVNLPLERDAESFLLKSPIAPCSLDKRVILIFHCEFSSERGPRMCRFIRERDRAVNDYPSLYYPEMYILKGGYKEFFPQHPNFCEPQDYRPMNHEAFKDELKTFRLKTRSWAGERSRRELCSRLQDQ
CatB block – inhibitors of human cathepsin B | P07858 | purified cathepsin B, fluorogenic substrate, fluorescence | inhibition, %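 (tested at 10 µM)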 | hit rate 0.1% among 63,000; in the data active means inhibition above about 21%;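 further: 0% = enzyme with no compound and 100% = no enzyme blank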
tolC growth inh – growth inhibitors of E. coli BW25113 tolC mutant | OD615 | growth inhibition, % at 10 µM (by protocol) | hit rate 2.2% among 65,000 | AID 573;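 active means growth inhibition at or above a cutoff equal to the mean over every tested compound plus 3 SD, cut at about 60% in these data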;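 further: growth measured after 20 h incubation at 37 °C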
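Test system: E. coli BW25113 ΔtolC::kan bacteria | Medium: Kanamycin-containing LB broth (50 µg/mL) | Dosing: One dose of 10 µM final | Times: 20 h incubation with compound, 37 °C | Detection: Optical density read at 615 nm | Read-out basis: Percent growth inhibition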
MKP-1 inh – blocks human MKP-1 phosphatase activity | P28562 | recombinant MKP-1, OMFP hydrolysis fluorescence | inhibition, %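 (compounds tested at a single concentration somewhere between 10 and 100 µM)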 | hit rate 0.15% among 65,000 | AID 374;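 active means inhibition above about 50%, limit read from the data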;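 further: 0% = DMSO max control wells and 100% = wells with enzyme stopped by NaOH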
Hsp90 block – displaces geldanamycin probe from tumor Hsp90. P07900. NCI-N417 lysate Hsp90, Cy3B-geldanamycin FP displacement. inhibition, % at 30 µM. hit rate 0.35% among 64,000. AID 429;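 active means inhibition above 50%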;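 further: 0% = tracer plus lysate wells and 100% = tracer alone without lysate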
AP ELISA ortho – alternative pathway complement inhibition, orthogonal assay; AID 1235; inhibition, % at 5 µM; Human serum alternative complement pathway, LPS-coated ELISA, C3 deposition; tested in compound mixtures; hit rate 0.08% among 62,000;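 active means inhibition above 30% in each of the two pooled mixtures holding the compound, so the lower value exceeds 30%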;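 further: 0% = serum in Mg-EGTA without compound and 100% = EDTA serum blank; some compounds past the cut are filed as inactive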
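Test system: human serum alternative complement pathway, C3 deposition on LPS-coated wells; also added: Plate-bound LPS; doses: 5 µM per compound in ten-compound mixtures; schedule: 1 h at 37 °C; detection: Anti-C3 ELISA, OD 450 nm; evaluation: percent inhibition of C3 deposition onto LPS; repeats: two pool placements per compound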
* hit, by the source's call; / = not tested or not shown.

[1] COC(=O)CN1C(=O)N(c2ccccc2)C(N(O)C(=O)Nc2ccccc2)C1(C)C (stereo not drawn)
[2] COc1ccccc1-c1nn2c(-c3ccccc3Cl)nnc2s1
[3] Cc1oc(C(C)(C)C)c(CN2CCCC2)c1C(=O)O
[4] O=C(c1cc(-c2ccco2)on1)N1CCN(c2ccccc2)CC1
[5] Cc1sc(NC(=O)c2cccs2)c(C(N)=O)c1C
[6] CCOc1ccccc1NC(=O)CSc1nnnn1-c1ccc(C(=O)OC)cc1
assay / entry,1,2,3,4,5,6
D1 allo mod,-0.6,0.52,-0.62,0.17,/,0.024
CatB mixtures,-1,1,-1,1,1,5
Ec RNAP inh,11,7,1,10,6,9
Cdc25B inh,-2,-7,-5,-7,-23,7
CatB block,2,5,0,0,4,2
tolC growth inh,1,2,-13,7,7,36
MKP-1 inh,11,-10,-1,6,-3,-2
Hsp90 block,7,-4,-4,-7,-7,-2
AP ELISA ortho,3,-6,13,20,0,1

[7] CCCCCCNS(=O)(=O)c1nc2nc(C)cc(C)n2n1
[8] COc1ccc(Br)cc1C(=O)Nc1ccc(N2CCN(S(C)(=O)=O)CC2)cc1
[9] C/C(NC(=O)c1cccs1)=C1\C(=O)C[C@@H]2[C@H]1C2(C)C
[10] Cc1nc2c3ccccc3n(CC#N)c(=O)n2n1
[11] CCOC(=O)c1cnc2ccc(Cl)cc2c1N1CCN(C)CC1
[12] CCCCOc1ccc(C(C)(O)CCN2CCOCC2)cc1 (stereo not drawn)
assay / entry,7,8,9,10,11,12
D1 allo mod,0.61,0.84,/,4.7*,0.031,-0.055
CatB mixtures,1,-1,/,5,5,6
Ec RNAP inh,1,2,9,4,2,1
Cdc25B inh,-31,1,17,-1,-8,6
CatB block,-1,-2,3,1,1,-2
tolC growth inh,-4,23,4,-9,11,-23
MKP-1 inh,-6,9,-26,1,1,2
Hsp90 block,-1,3,2,0,-11,-3
AP ELISA ortho,20,-15,/,11,14,18

[13] Cn1c(COc2ccc(Cl)cc2)nnc1SCc1ncc(-c2ccccc2)o1
[14] COc1cc(C(=O)NC2CC3CCCC(C2)N3C2CC2)cc(OC)c1OC (stereo not drawn)
[15] COc1ccc(Cn2ccnc2)cc1Br
[16] Cc1cc(=O)cc(C)n1-c1ccc2c(c1)nc(C)n2-c1ccccc1
[17] O=C1CC(=O)N(Cc2cccs2)C(=O)N1
[18] CN(C)S(=O)(=O)Nc1ccc2c(c1)OCO2
assay / entry,13,14,15,16,17,18
D1 allo mod,-0.31,-1.9,/,-0.031,-0.15,-0.016
CatB mixtures,3,0,-1,2,-10,-3
Ec RNAP inh,/,8,9,0,3,0
Cdc25B inh,-28,-5,19,-5,-16,-12
CatB block,2,2,-1,1,3,5
tolC growth inh,54,-19,7,-12,-10,-6
MKP-1 inh,43,9,-13,2,22,7
Hsp90 block,-2,-7,-4,/,-4,4
AP ELISA ortho,17,2,-3,17,3,-7

[19] Cc1cccc2sc(NC(=O)CCNS(=O)(=O)c3cccs3)nc12
[20] CC1CCc2nn(CC(=O)N3CCN(C(=O)c4ccco4)CC3)cc2C1 (stereo not drawn)
[21] O=C(c1c(O)c2ccccc2oc1=O)C1CCC1
[22] O=C(CSc1nnnn1-c1ccccc1)CC(=O)Nc1ccc(Cl)cc1
[23] COC(=O)c1c(N)n(-c2ccc(N3CCOCC3)cc2)c2nc3ccccc3nc12
[24] Cn1c(=O)c2c(nc(-n3ccnc3)n2Cc2ccccc2)n(C)c1=O
assay / entry,19,20,21,22,23,24
D1 allo mod,/,1.6,1.3,/,1,-0.062
CatB mixtures,5,-8,-6,2,-5,3
Ec RNAP inh,4,10,-4,1,3,14
Cdc25B inh,-16,-2,12,-10,5,4
CatB block,-2,-1,1,3,-6,4
tolC growth inh,21,-9,12,26,-13,-6
MKP-1 inh,28,6,-1,24,20,11
Hsp90 block,/,-5,-1,-4,18,-4
AP ELISA ortho,11,4,-13,8,9,-10

[25] COc1ccccc1OCCCn1cc(C#N)c2ccccc21
[26] CCOC(=O)Cc1csc(NC(=O)CSc2nnc(-c3ccc(C)cc3)o2)n1
[27] COC(=O)C1=CN(C2CC2)C=C(C(=O)OC)C1c1ccccc1OC
[28] COC(=O)c1ccc2c(=O)n(Cc3ccco3)c(SCC(=O)Nc3ccc(C)c(Cl)c3)nc2c1
[29] CCC(NC(=O)c1ccccc1NC(=O)c1ccco1)C(=O)O (stereo not drawn)
[30] Cc1cccc(S(=O)(=O)Nc2nc3ccccc3nc2NCc2ccco2)c1
assay / entry,25,26,27,28,29,30
D1 allo mod,-0.81,0.57,-0.59,-0.007,0.72,0.38
CatB mixtures,1,36,-5,3,3,4
Ec RNAP inh,7,3,-18,12,-2,8
Cdc25B inh,-9,0,-8,-12,-11,14
CatB block,0,2,-8,-1,0,6
tolC growth inh,28,-20,4,6,6,75*
MKP-1 inh,-4,-7,-7,36,12,14
Hsp90 block,-1,9,3,0,-2,-6
AP ELISA ortho,1,2,16,7,0,10

[31] Cn1c(=O)oc2cc(S(=O)(=O)Nc3cccc4c3CCCC4)ccc21
[32] O=C(O)c1ccc(N2CCCC2=O)cc1
[33] CC(OC(=O)CCc1nc2ccccc2c(=O)[nH]1)C(=O)NCc1ccc2c(c1)OCO2 (stereo not drawn)
[34] Cc1nc2ccccc2c(=O)n1NC(=O)c1c(O)c2c(n(CC(C)C)c1=O)CCCC2
[35] Cc1cccc(N(CC(=O)NC2CCCCC2)C(=O)CCC(=O)Nc2ccccn2)c1
[36] CCc1cc2cc(C(=O)N3CCN(Cc4ccccc4)CC3)sc2s1
assay / entry,31,32,33,34,35,36
D1 allo mod,2.7,0.19,0.61,2.8,/,0.32
CatB mixtures,7,-5,5,4,2,-2
Ec RNAP inh,1,6,-4,7,-9,9
Cdc25B inh,0,1,-4,4,4,-18
CatB block,4,-2,-10,4,2,0
tolC growth inh,20,-10,-7,60,0,98*
MKP-1 inh,-8,1,26,5,-13,0
Hsp90 block,-1,3,-5,-6,1,-5
AP ELISA ortho,-11,-16,25,6,-10,2

[37] Cc1cccc(CSC2=NCCN2C(=O)c2ccco2)c1
[38] Cc1cc(NC(=O)c2ccc(S(=O)(=O)N3CCCC3)cc2)nc2c1c(=O)oc1ccccc12
[39] O=C(NCc1ccccn1)c1ccc(NC(=O)c2ccco2)cc1
[40] O=C(CCc1ccccc1)Nc1ncn[nH]1
[41] CC1=C(C(=O)OC2CCCCC2)C(c2ccc(C)o2)C2=C(CCCC2=O)N1 (stereo not drawn)
[42] COc1ccc(S(=O)(=O)N2CCN(Cc3ccccc3)CC2)cc1
assay / entry,37,38,39,40,41,42
D1 allo mod,3.8*,0.73,/,0.053,-2.3,-0.057
CatB mixtures,4,-2,3,5,6,1
Ec RNAP inh,5,-5,5,4,3,9
Cdc25B inh,-16,0,-11,-14,-2,-10
CatB block,5,-2,5,5,-5,3
tolC growth inh,8,9,-14,-19,55,22
MKP-1 inh,-6,67*,-4,-3,2,-20
Hsp90 block,-3,-3,-3,-3,1,-3
AP ELISA ortho,19,-7,12,18,9,8

[43] CCN(CC)CCNCc1ccc(-c2ccc(Cl)cc2)o1
[44] Cc1ccc(C(=O)NCc2occc2C(=O)O)o1
[45] O=C(CSc1nnnn1C1CCCCC1)NCc1ccco1
[46] CCOc1ccc(NC(N)=O)cc1
[47] COc1ccc(N(Cc2ccco2)C(=O)c2ccccc2F)cc1OC
[48] COc1ccccc1NC(=O)CSc1nnc(Cc2ccccc2)o1
assay / entry,43,44,45,46,47,48
D1 allo mod,-1.8,-0.054,-0.056,-0.0091,-0.11,-0.012
CatB mixtures,9,-6,1,-2,0,2
Ec RNAP inh,10,-6,-13,1,7,4
Cdc25B inh,-2,9,-2,-3,-12,-4
CatB block,0,-3,4,0,7,2
tolC growth inh,8,-8,-15,-1,19,-2
MKP-1 inh,-7,-3,-20,26,9,3
Hsp90 block,-4,-17,-2,2,-2,1
AP ELISA ortho,3,28,5,-1,-12,4

From compound 41 to 45, copied from above:
[41] CC1=C(C(=O)OC2CCCCC2)C(c2ccc(C)o2)C2=C(CCCC2=O)N1 (stereo not drawn)
[42] COc1ccc(S(=O)(=O)N2CCN(Cc3ccccc3)CC2)cc1
[43] CCN(CC)CCNCc1ccc(-c2ccc(Cl)cc2)o1
[44] Cc1ccc(C(=O)NCc2occc2C(=O)O)o1
[45] O=C(CSc1nnnn1C1CCCCC1)NCc1ccco1
assay / entry,41,42,43,44,45
D1 allo mod,-2.3,-0.057,-1.8,-0.054,-0.056
CatB mixtures,6,1,9,-6,1
Ec RNAP inh,3,9,10,-6,-13
Cdc25B inh,-2,-10,-2,9,-2
CatB block,-5,3,0,-3,4
tolC growth inh,55,22,8,-8,-15
MKP-1 inh,2,-20,-7,-3,-20
Hsp90 block,1,-3,-4,-17,-2
AP ELISA ortho,9,8,3,28,5

Additional structures
[49] CCc1cccc(C)c1NC(=O)CCCC(=O)O
[50] O=C(c1ccc(S(=O)(=O)N2CCOCC2)cc1)N1CCN(c2ccc(F)cc2)CC1
[51] CCOC(=O)C1=C(C)NC2=C(C(=O)CCC2)C1c1cccnc1 (stereo not drawn)
[52] Cc1[nH]n2c(=O)c3c(nc2c1-c1ccccc1)CCC3
[53] Cc1nc2ccc(S(=O)(=O)NC(C(=O)N3CCn4c3nc3ccccc34)C(C)C)cc2s1 (stereo not drawn)
[54] Cc1ccc(S(=O)(=O)NCCN=C(CN2CCOCC2)NS(=O)(=O)c2ccc(C)cc2)cc1
assay / entry,49,50,51,52,53,54
D1 allo mod,-0.051,3.3*,-0.41,0.08,/,-3.3
CatB mixtures,2,/,0,0,3,-1
Ec RNAP inh,0,/,-5,6,4,-1
Cdc25B inh,-8,-11,-4,-9,-4,10
CatB block,1,/,-2,0,8,-3
tolC growth inh,-6,0,-11,29,4,-4
MKP-1 inh,14,14,20,2,13,23
Hsp90 block,/,-1,0,-1,-2,0
AP ELISA ortho,16,/,21,10,3,6

[55] CC1C2CC(C(S(=O)(=O)N3CCOCC3)C2=O)C1(C)C (stereo not drawn)
[56] COCCn1c(Cc2ccccc2)nnc1SCC(=O)NC(C)(C)C
[57] O=C(Nc1c(-c2ccccc2)nc2sccn12)c1ccccc1
[58] O=C(O)CN1CCOCCOCCN(CC(=O)O)CCOCCOCC1
[59] Cc1cc(NC(=O)COc2cccc(C)c2C)no1
[60] COc1ccccc1NC(=O)C1=C(C)Nc2ncnn2C1c1ccccc1C (stereo not drawn)
assay / entry,55,56,57,58,59,60
D1 allo mod,/,/,-0.31,0.34,0.51,0.56
CatB mixtures,-3,1,-6,1,0,2
Ec RNAP inh,7,-3,/,/,7,0
Cdc25B inh,-1,5,-9,1,-7,-11
CatB block,-5,-2,1,1,0,2
tolC growth inh,-9,-21,-4,-14,0,3
MKP-1 inh,-12,18,10,-16,-1,-1
Hsp90 block,-1,3,1,-4,-3,2
AP ELISA ortho,-3,14,10,1,3,10

[61] O=C(c1csc(Nc2ccccc2Cl)n1)N1CCCC1
[62] Nc1c(Sc2ccccc2)c(=O)[nH]c(=O)n1Cc1ccccc1
[63] CCOC(=O)c1ccccc1NC(=O)Cn1cnc2c(cnn2-c2ccccc2)c1=O
[64] Cc1ccc(NC(=O)N(CCCN2CCOCC2)Cc2cc3cc4c(cc3[nH]c2=O)OCO4)cc1
assay / entry,61,62,63,64
D1 allo mod,0.65,0.0033,/,-0.29
CatB mixtures,-1,3,3,47
Ec RNAP inh,4,4,6,7
Cdc25B inh,2,-11,-11,-14
CatB block,5,2,1,0
tolC growth inh,-10,2,-17,2
MKP-1 inh,-7,-12,-4,20
Hsp90 block,-9,-2,-2,1
AP ELISA ortho,11,7,7,-2
